Screening data: PubChem, several laboratories
EphB4 ephrin blk = EphB4-ephrin-B2 interaction antagonists, primary screen, biochemical, TNYL-RAW peptide probe, fluorescence polarization; EphB4 LBD / TNYL-RAW-Alexa532 peptide; Ephrin type-B receptor 4 (Homo sapiens), P54760; 0.15% of 97,000 active; inhibition, % at 7 µM;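 active = inhibition above the screen-wide mean inhibition plus 3 SD, cut at about 15% in these data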;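 note: 0% = DMSO wells and 100% = excess unlabeled TNYL-RAW peptide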
PTPN22 act = LYP phosphatase activators, primary screen, biochemical, DiFMUP fluorescence, 2 µM. Tyrosine-protein phosphatase non-receptor type 22 (Homo sapiens), Q9Y2R2. recombinant LYP; 0 = plate median, 100 = signal doubled. activation, % at 2 µM. 0.11% of 96,000 active. AID 697, 2007;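 active = activation at 2 µM above a set limit, the mean plus 5 SD, cut at about 37% in these data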
PostGolgi yeast = phenotypic screen on post-Golgi transport, primary screen. AID 739, 2007. inhibition, % at 10 µM. 0.9% of 98,000 active. post-Golgi transport phenotypic cell assay;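 note: yeast cells grown in 1536-well plates; yeast grown about 18 h at 30C before absorbance read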
HIV Rev-RRE inh = HIV-1 Rev-RRE binding inhibitors, primary screen, biochemical, FRET, protein-RNA interaction | Rev peptide-RRE RNA binding | inhibition, % at 8 µM | 0.79% of 97,000 active | AID 704, 2007;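 active = inhibition above the screen-wide mean plus 3 SD, cut at about 35% in these data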;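 note: 0% = median DMSO wells and 100% = median Neomycin B control wells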
Target sequence (P05866 whole entry, looked up): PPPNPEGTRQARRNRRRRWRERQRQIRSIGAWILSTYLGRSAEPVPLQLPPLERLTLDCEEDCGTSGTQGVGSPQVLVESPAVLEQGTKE
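Probe or stimulus: fluorescein-Rev peptide as binding partner; assay system: Cy5-tagged RRE RNA duplex with fluorescein-tagged Rev peptide; timing: 5 min compound–RNA preincubation, then 15 min with peptide, 25 °C; medium: HEPES pH 7.5 buffer with KCl, MgCl2, NaCl and EDTA; signal: fluorescein-to-Cy5 FRET, 480 nm excitation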
S1P2 agonist = S1P2 receptor agonists, primary screen, cell-based | Sphingosine 1-phosphate receptor 2 (Homo sapiens), O95136 | S1P2-expressing cell line, agonist reporter read-out | activation, % at 4.5 µM | 0.46% of 97,000 active; in the data active = activation above about 16%;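 note: 0% = vehicle low control and 100% = maximal reference agonist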
Target sequence (O95136 whole entry, looked up): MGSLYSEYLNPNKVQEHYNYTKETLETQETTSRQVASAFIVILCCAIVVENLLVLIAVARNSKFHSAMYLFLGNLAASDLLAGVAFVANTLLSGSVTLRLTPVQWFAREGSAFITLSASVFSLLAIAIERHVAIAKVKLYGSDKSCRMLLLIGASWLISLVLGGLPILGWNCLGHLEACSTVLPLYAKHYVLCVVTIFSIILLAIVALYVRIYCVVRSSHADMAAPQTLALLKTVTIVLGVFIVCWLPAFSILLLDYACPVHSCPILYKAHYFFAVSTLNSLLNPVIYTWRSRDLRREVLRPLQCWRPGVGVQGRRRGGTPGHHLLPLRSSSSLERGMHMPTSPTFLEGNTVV
PTPN22 inh 2 = PTPN22 phosphatase inhibitors, primary screen, biochemical, DiFMUP fluorescence, 2 µM; inhibition, % at 2 µM; 0.21% of 96,000 active; Tyrosine-protein phosphatase non-receptor type 22 (Homo sapiens), Q9Y2R2; recombinant LYP catalytic domain;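 active = inhibition at 2 µM at or above a set limit, the screen mean plus 3 SD, cut at about 24% in these data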;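 note: 0% = DMSO with enzyme and 100% = enzyme fully blocked by orthovanadate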
PostGolgi ctrl = growth inhibition of yeast control strain, primary screen, counter-screen for post-Golgi transport modulator project. 5% of 98,000 active. efflux-deficient yeast background strain, growth absorbance A615, 16 h. inhibition, % at 10 µM. AID 738, 2007
S1P2 antag = human S1P2 receptor antagonists, primary screen, cell-based | Sphingosine 1-phosphate receptor 2 (Homo sapiens), O95136 | cell-based S1P2 antagonist assay, inhibition at 5 uM | inhibition, % at 5 µM | 0.21% of 97,000 active | AID 736, 2007; in the data active = inhibition above about 45%;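 note: CRE beta-lactamase reporter cells expressing human S1P2 stimulated with S1P; 0% = agonist at EC80 alone and 100% = agonist plus reference antagonist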
FAK inh = FAK kinase inhibitors, primary screen, biochemical | inhibition, %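 (tested at 7 µM)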 | biochemical FAK kinase activity assay | 0.84% of 97,000 active | Focal adhesion kinase 1 (Homo sapiens), Q05397; in the data active = inhibition above about 19%;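 note: 0% = DMSO and 100% = reference compound high control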
Starred values were filed as active, the others as inactive; / = no result given. Cut-off read from the data, not from the text of the source, unless noted: active = inhibition above about 30%; inactive = the rest. This is a random part of the collection. About 7% of those tested had a hit in this group.

SMILES	EphB4 ephrin blk	PTPN22 act	PostGolgi yeast	HIV Rev-RRE inh	S1P2 agonist	PTPN22 inh 2	PostGolgi ctrl	S1P2 antag	FAK inh
COc1ccc(C)cc1S(=O)(=O)N(CC(=O)N1CCCC1)c1ccccc1	0	-20	-10	1	-3	19	4	-1	2
CC(C)(C)c1ccc(C(=O)Nc2ccccc2NC(=O)c2ccco2)cc1	-1	0	/	12	-2	1	/	-27	-3
O=C(c1ccccc1)c1nn(-c2cccc(Cl)c2)c2nc(-c3ccccc3)cc(=O)n12	-10	2	0	4	-2	1	10	1	-6
Cc1cc(NCCCn2ccnc2)n2nc(-c3ccc(F)cc3)cc2n1	-3	-1	0	9	-3	-2	23	-1	3
Cc1nc(N2CCN(Cc3ccccc3)CC2)nc2c1C(=O)CCC2	-2	3	0	8	-11	-2	14	13	6
CCCc1[nH]nc2c1C(c1ccc(OC(=O)c3ccco3)cc1)C(C#N)=C(N)O2 (stereo not drawn)	5	1	6	8	-6	-4	0	24	2
O=[N+]([O-])c1ccc(C2CCCC/C2=N/OCc2ccccc2F)c([N+](=O)[O-])c1 (stereo not drawn)	7	-12	-1	14	-6	14	20	3	-4
Cc1ccc(NC(=O)N2CCC(NC(=O)c3ccccc3C)CC2)cc1	-5	-8	-10	2	-1	7	3	-1	1
Cc1ccccc1NC(=O)c1ccccc1NS(=O)(=O)c1cccc2cccnc12	0	-4	-1	5	-8	3	8	14	3
Cn1c(=O)c2c(O)cc(=O)n(-c3ccccc3)c2n(C)c1=O	1	3	-10	8	-3	-6	12	27	3
CCOC(=O)Cc1csc(NC(=O)CSc2nc(N)c3c(C)c(C)sc3n2)n1	-11	-1	0	8	-1	2	5	-5	2
C=CCNC(=O)c1c2c(nc3ccccc13)-c1ccccc1CC2	-5	14	2	-5	-3	-18	-2	-11	-4
Cc1ccc(C)c(S(=O)(=O)N2CCN(CC(=O)Nc3cc(C)on3)CC2)c1	6	6	3	0	-2	-7	-2	14	1
CC(C)c1nnc(SCC(=O)NCc2ccc3c(c2)OCO3)n1C	-6	2	/	5	-8	-1	/	4	-3
CCOC(=O)c1nc2sc(C)c(C)c2c(=O)[nH]1	-1	3	-3	5	-8	-3	1	18	1
CC(C)n1c(N2CCN(C(=O)N3CCCCC3)CC2)nc2ccccc21	8	6	-4	7	-4	-6	-4	2	9
CCOC(=O)/C=c1\s/c(=C\c2c(OC)ccc3ccccc23)c(=O)n1CC(=O)NCC1CCCO1 (stereo not drawn)	1	-5	-4	20	-5	8	19	22	-1
Clc1ccc(-c2noc(CCCOc3ccccc3)n2)cc1	10	-7	0	12	-8	9	8	-7	-3
O=C(Nn1cc(C(=O)N2CCN(c3ccccc3F)CC2)c2ccccc2c1=O)c1cnccn1	2	4	1	9	-3	-6	9	0	-3
Cc1ccc(-n2c(=O)c3sccc3n(CC(=O)NCc3ccco3)c2=O)cc1	-4	-12	2	11	-9	16	15	2	6
CC(=O)Nc1cc(C(=O)N2CCN(C)CC2)ccc1Sc1ccc(C)cc1	1	-5	2	5	-10	4	25	7	-2
Cc1nn(-c2ccccc2)c2sc(C(=O)OCc3nnc(-c4ccccc4)o3)cc12	-3	-10	-8	4	-5	12	11	-13	2
CC(C)(C)NC(=O)c1cc(NC(=O)c2ccco2)cc(NC(=O)c2ccco2)c1	2	3	0	-2	-5	-5	7	3	5
Cn1c(=O)c2c(nc(N3CCN(c4ccccn4)CC3)n2Cc2ccc(Cl)cc2Cl)n(C)c1=O	8	4	4	7	-9	-2	-1	24	2
Cc1nn(Cc2c(Cl)cccc2Cl)c(C)c1NC(=O)/C=C/c1cnn(C)c1C	-6	-1	-10	-4	-2	4	4	14	-8
c1ccc2c(c1)CCCN2Cc1nnnn1CC1CCCO1 (stereo not drawn)	-2	7	-9	55*	-7	-12	-11	17	0
Cc1cc2c(ccc3[nH]onc32)n1	-5	-2	2	32	-12	1	1	10	12
CCn1c(SCC(=O)c2ccc(OC)cc2)nnc1C1CC1	5	2	5	1	-1	-2	3	-3	0
CCOC(=O)C1CCN(C(=O)Cn2cc(C#N)c3ccccc32)CC1	-6	5	-1	4	-1	-6	6	-23	2
CCCCn1c(SCC(=O)OCC)nc2c1c(=O)[nH]c(=O)n2C	-3	-6	-2	0	0	4	13	-12	3
C=CCSC1=C(C#N)C2(CCCCC2)C(C#N)C(=O)N1 (stereo not drawn)	3	0	-6	3	-1	-1	5	11	-6
CCOc1cccc(C(=O)Nc2nnc(-c3ccco3)s2)c1	-4	-4	-13	0	-9	2	21	-12	-6
CCn1c(-c2ccc(F)cc2)n[nH]c1=S	-2	9	-2	4	-2	-10	17	7	1
CCOC(=O)c1nnn(-c2nonc2-c2ccccc2)c1C	-2	3	-9	2	-6	-6	15	7	-8
O=C(Nc1ccc(N2CCCCC2)c(Cl)c1)c1ccc(N2CCOCC2)c([N+](=O)[O-])c1	2	3	0	1	-1	-1	1	12	2
NC(=O)c1ccccc1NC(=O)CCN1C(=O)c2ccccc2C1=O	-3	2	-1	4	-5	-5	1	-9	-7
CCOc1[nH]n(-c2ccc(Cl)cc2)c(=O)c1C=Nc1ccc(Cl)cc1	7	-7	-2	3	-3	9	6	9	-9
CNc1nc(OCC(F)(F)F)nc(N2CCOCC2)n1	-4	3	22	3	3	-3	7	-12	-1
COc1ccc(N2Cc3cccc(C(=O)N4CCN(C(=O)c5ccco5)CC4)c3C2=O)cc1	3	-6	-5	-16	-5	6	1	15	49*
COc1ccc(N2CC(C(=O)Nc3ccc(S(=O)(=O)Nc4nc(C)cc(C)n4)cc3)CC2=O)cc1 (stereo not drawn)	-4	-4	-2	2	-3	-1	-3	9	-1

Part of the list above, with values under each structure.
Values run as follows: EphB4 ephrin blk, PTPN22 act, PostGolgi yeast, HIV Rev-RRE inh, S1P2 agonist, PTPN22 inh 2, PostGolgi ctrl, S1P2 antag, FAK inh
COc1ccc(C)cc1S(=O)(=O)N(CC(=O)N1CCCC1)c1ccccc1
    0, -20, -10, 1, -3, 19, 4, -1, 2
C=CCSC1=C(C#N)C2(CCCCC2)C(C#N)C(=O)N1 (stereo not drawn)
    3, 0, -6, 3, -1, -1, 5, 11, -6
Cc1ccc(NC(=O)N2CCC(NC(=O)c3ccccc3C)CC2)cc1
    -5, -8, -10, 2, -1, 7, 3, -1, 1
CCOC(=O)Cc1csc(NC(=O)CSc2nc(N)c3c(C)c(C)sc3n2)n1
    -11, -1, 0, 8, -1, 2, 5, -5, 2
Cc1nn(-c2ccccc2)c2sc(C(=O)OCc3nnc(-c4ccccc4)o3)cc12
    -3, -10, -8, 4, -5, 12, 11, -13, 2

The list goes on.
SMILES	EphB4 ephrin blk	PTPN22 act	PostGolgi yeast	HIV Rev-RRE inh	S1P2 agonist	PTPN22 inh 2	PostGolgi ctrl	S1P2 antag	FAK inh
CCOc1ccc(Cn2c(O)cc(=O)[nH]c2=O)cc1	4	-9	16	12	-5	6	1	-13	-7
CCOC(=O)c1ccc(NC(=O)Cn2nnc3ccccc32)cc1	-1	2	-16	7	-6	-4	4	32	6
O=C(COC(=O)c1cccnc1SCC(=O)NCc1ccccc1)NCc1ccccc1	0	-1	-1	1	-3	4	3	5	-3
Nc1ccc(C(=O)N/N=C\c2cc(N=Nc3cccc4ccccc34)ccc2O)cc1	-5	-12	-1	2	-6	14	0	-88	16
CC(C)Cn1c(Cc2ccccc2)n[nH]c1=S	0	11	-17	-7	-3	-8	-4	-17	-2
CCOC(=O)C1CCCN(C(=O)c2ccc(CS(=O)(=O)Cc3ccccc3C)o2)C1 (stereo not drawn)	7	-1	9	6	-2	-2	12	19	0
O=C(c1ccccc1)N1CCN(C(=O)c2ccccc2Br)CC1	4	5	2	9	0	-6	-2	7	12
CCCC(=O)c1cc2c(cc1NC(=O)c1cccs1)OCCO2	7	-7	1	3	-8	9	5	9	-3
COCCn1nc2cc(C(=O)NCc3cc(C(F)(F)F)cc(C(F)(F)F)c3)ccc2c1OC	-1	-6	2	9	-9	9	-10	14	-2
CC(C)(C)c1ccc(-c2nc(-c3ccncc3)no2)cc1	-5	5	/	20	3	-8	/	8	1
COC(=O)c1c(NC(=O)c2ccco2)sc(C(=O)N2CCCC2)c1C	-9	-5	18	5	2	7	4	-16	-2
CCCCn1c(/N=C/c2ccc(N(C)C)cc2)nc2ccccc21	-12	-7	/	37*	-1	4	/	4	0
CC(=O)Nc1cccc(Oc2cc(C#N)c(C#N)cc2N2CCCCCC2)c1	-2	8	25	-4	-6	-4	19	-16	4
Cc1ccc(-n2nnnc2C(=Cc2ccc(N(C)C)cc2)c2nnnn2-c2ccc(C)cc2)cc1	-10	6	-10	27	-3	-4	10	8	-2
CCCC(=O)Nc1nnc(-c2ccc(Cl)s2)o1	2	/	6	7	1	/	13	7	-1
CC(C)c1cc(C(N)=O)c(NC(=O)c2cccc(COc3ccc(Cl)cc3)c2)s1	1	-2	-6	9	-4	-1	27	-3	-1
COc1ccccc1-c1cc(C(=O)NCCc2ccccc2)no1	-1	4	-2	13	-5	0	20	-22	3
COc1cccc(N=Cc2c[nH][nH]c2=O)c1	-2	4	15	5	0	1	-7	-10	5
COc1ccc(OC)c(N(CC(=O)Nc2cccnc2)S(=O)(=O)c2ccc(C)cc2)c1	-4	-4	-6	7	-3	7	7	-32	0
CCCC(=O)c1c[nH]c(C(=O)NCc2ccco2)c1	-3	10	-3	7	-5	-15	-4	10	0
O=C(Cn1c(=O)oc2cc(S(=O)(=O)N3CCCC3)ccc21)N1CCc2ccccc2C1	-5	10	4	2	-8	-11	-5	-7	-2
C=CCOc1ccc(CNn2c(C)n[nH]c2=S)cc1OC	2	-11	-2	2	-5	14	1	13	7
CCOc1ncccc1C(=O)OCC(=O)c1cc(C)n(Cc2ccco2)c1C	-5	1	-2	-1	-2	-4	8	-5	-6
O=C(Oc1nsnc1N1CCOCC1)N1CCCC1	8	-2	/	7	-7	0	/	9	6
C[C@@H](C(=O)Nc1nc(-c2ccccn2)cs1)N1C(=O)C2CCCCC2C1=O (stereo partly drawn)	12	3	11	12	-1	-6	-8	12	5
COc1ccc(C(C(=O)NC(C)(C)C)N(Cc2cccs2)C(=O)CCC(=O)Nc2cc(C)on2)cc1 (stereo not drawn)	-1	-6	/	1	-6	6	/	14	2
C=CCNC(=S)Nc1sc2c(c1C(=O)OCC)CC(C(C)C)OC2 (stereo not drawn)	7	0	-17	2	-7	0	16	-10	6
O=C1C2C3CC(C(Br)C3Br)C2C(=O)N1c1ccccn1 (stereo not drawn)	-9	-3	7	3	-8	7	-6	19	-1
CCOc1ccc(CCNC(=O)C2CCCN(S(=O)(=O)c3c(C)n[nH]c3C)C2)cc1OCC (stereo not drawn)	6	-13	8	7	-8	13	23	22	-2
CCOC(=O)NC(CC(=O)O)c1ccc(OC)cc1 (stereo not drawn)	9	-2	-1	7	-6	1	9	1	0
O=C(c1cccc2ccccc12)N1CCN(c2ccccc2F)CC1	-3	8	2	-3	-6	-10	14	-20	-3
Cc1ccc(-c2nnn(CC(=O)N(Cc3cccs3)C(C(=O)NC3CCCC3)c3ccncc3)n2)cc1 (stereo not drawn)	0	-3	/	0	-3	3	/	14	0
Cc1ccc(S(=O)(=O)N/N=C/c2cn(C)nc2C)cc1	-4	-4	0	4	-4	1	0	-23	1
CCN(CC)C(=O)CSc1nc2ccccc2c(=O)n1CCC(=O)NCc1ccc(F)cc1	10	2	1	1	-5	0	2	7	0
